Source: PubChem BioAssay (National Center for Advancing Translational Sciences (NCATS))
MCF10A rerep: A quantitative high throughput screen for small molecules that induce DNA re-replication in MCF 10a normal breast cells. MCF 10A DNA re-replication, Hoechst nuclear intensity, 48 h. Potency, µM (titrated, usually from 46.1 µM), inactives show at the top dose activity, positive = re-replication, actives largely listed as activators. hit rate 2.9% among 350,000; note: potency is the fitted concentration of half-maximal effect; % of control where 0% means no effect; nearly all actives have a fitted effect of over 50% in size
Nrf2 block: Nrf2 qHTS screen for inhibitors | A549 ARE-Fluc reporter, luciferase luminescence, 18-24 h | Potency, µM (top dose mostly 46 µM), inactives show at the highest dose activity change, negative = inhibition, most hits filed as inhibitors | hit rate 2.1% among 360,000 | AID 504444, 2011; note: potency is the fitted concentration of half-maximal effect; % is set by controls: 0 for no effect and ±100 for the full control effect; nearly all actives have a fitted effect of over 60% in size
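Cells were seeded and rested 2 h, then exposed to compounds for 18-24 h. CellTiter-Fluor was read first as a viability measure. BugLite was added 15 min before the final luminescent read of ARE-luciferase activity in A549 cells.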
ATXN2 expr inh: Primary qHTS for Inhibitors of ATXN expression. HEK-293 ATXN2-luciferase reporter, luminescence, 24 h. hit rate 0.72% among 360,000. Potency, µM (titrated, usually from 57 µM), without a hit: at the highest dose activity change, negative = inhibition, usual class: inhibitors; note: potency is the fitted concentration of half-maximal effect; % is set by controls: 0 for no effect and ±100 for the full control effect; nearly all actives have a fitted effect of over 55% in size
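qHTS (up to 57 uM final) was run with 24 h compound exposure of reporter cells at 37 °C. Each well was multiplexed: SteadyGlo luminescence measured ATXN2-luciferase expression after a fluorogenic Gly-Phe-AFC viability readout (25 uM final).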
Nrf2 ARE act: qHTS of Nrf2 Activators; AREc32 ARE-luciferase reporter (MCF7-derived line), luminescence, 24 h; Potency, µM (top dose mostly 46.1 µM), for the others: at the highest dose activation, actives largely listed as activators; AID 624171, 2012; hit rate 0.31% among 410,000; note: potency is the fitted concentration of half-maximal effect; % of control where 0% means no effect; nearly all actives have a fitted effect of over 65% in size
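AREc32 cells carrying an ARE-driven firefly luciferase, 1000 cells/well in OPTI-MEM with 5% FBS, dosed after overnight attachment and incubated 24 hr at 37 deg C. Steady-Glo luminescence read after 30 min at RT.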
HepG2 tox: qHTS for Inhibitors of TGF-b: Cytotox Counterscreen; HepG2 CAGA-GFP viability, ATP luminescence, 18 h; Potency, µM (top dose mostly 46.1 µM), without a hit: at the top dose activity change, negative = cytotoxicity, usual class: cytotoxic; hit rate 0.76% among 410,000; AID 588856, 2011; note: potency is the fitted concentration of half-maximal effect; some results filed as inactive show a strong effect at the top dose
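CellTiter-Glo luminescence gave cytotoxicity after 18 hours at 37 degrees C. The cells were HepG2 CAGA-GFP in 1% FBS DMEM, stimulated with 500 pg/mL TGF-beta after compound addition. %Activity was normalised to no-cell wells (complete cell-killing) and DMSO (no toxicity), and curves were fitted and classified.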
S2 tox: Viability Counterscreen for Primary qHTS for Inhibitors of ATXN expression; S2 cells (HEK-293 line with an ATXN2-luciferase reporter) viability, CellTiter-Fluor protease fluorescence, 24 h; Potency, µM (highest dose often 56.7 µM), hits mostly cytotoxic; hit rate 0.49% among 400,000; note: potency is the fitted concentration of half-maximal effect; nearly all actives have a fitted effect of over 40% in size
IL1B secr inh: qHTS for Inhibitors of Inflammasome Signaling: IL-1-beta AlphaLISA Primary Screen; THP-1 LPS/ATP IL-1B secretion, AlphaLISA, 16 h; stronger effect = lower value; activity change, % at 57.5 µM; hit rate 4.7% among 360,000; in the data active = activity change below about -50%; inconclusive = mostly about -30% to -49%; note: % is set by controls: 0 for no effect and ±100 for the full control effect
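Secreted IL-1B measured by AlphaLISA bead assay after 16 h compound exposure of THP-1 cells; compounds (final up to 57.5 uM) added 1 h before LPS (250 ng/mL) and ATP (1.25 mM) stimulation; lower signal means less secretion.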
TGFb inhibitor: qHTS for Inhibitors of TGF-b. HepG2 CAGA-GFP TGF-b/SMAD3 reporter, GFP fluorescence, 18 h; TGF-beta stimulated, 500 pg/mL final. Potency, µM (highest dose often 46.1 µM), for the others: at the highest dose activity, negative = inhibition, hits mostly inhibitors. hit rate 1.2% among 410,000; note: potency is the fitted concentration of half-maximal effect; % is set by controls: 0 for no effect and ±100 for the full control effect; nearly all actives have a fitted effect of over 65% in size
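Smad-responsive CAGA-GFP expression was quantified in HEPG2 cells exposed to compounds and 500 pg/mL final TGF-beta for 18 h at 37 degrees C; unstimulated wells defined full inhibition.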
A549 viability: Nrf2 qHTS screen for inhibitors: counterscreen for cytotoxicity | A549 ARE-Fluc cells, CellTiter-Fluor viability, 18-24 h | hit rate 0.16% among 390,000 | Potency, µM (titrated, usually from 46 µM), without a hit: at the highest dose activity change, negative = cytotoxicity, hits mostly inhibitors; note: potency is the fitted concentration of half-maximal effect; % is set by controls: 0 for no effect and ±100 for the full control effect
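A549 ARE-Fluc cells in 5% FBS OPTI-MEM, 5000 cells/well, rested 2 h then exposed to compounds in concentration-response for 18-24 h at 37 °C. Viability by CellTiter-Fluor fluorescence (Ex 405/Em 525) after 30 min; luciferase luminescence (BugLite, 15 min, RT) read afterwards.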
* hit, by the source's call; & = joins results of further samples; [ ] = another dose, or the depositor's remark. Unless noted, calls come from the whole dose curve; as a rule, active = well fitted curve in the direction sought with a large enough effect; inconclusive = small, poorly fitted or top-dose-only effect, or another doubt; inactive = no such curve, though single readings can be large; an effect the other way counts as inactive or inconclusive.

CCCc1nc(NCCCOCC)c2nnn(Cc3ccccc3)c2n1 was read as MCF10A rerep 17%, Nrf2 block -2%, Nrf2 ARE act -0.6%, HepG2 tox -19%, S2 tox inactive, IL1B secr inh 11, TGFb inhibitor -4% and A549 viability 1%.
COc1ccccc1-n1c(SCC(=O)O)nc2sc3c(c2c1=O)CCC3 was read as MCF10A rerep 1%, Nrf2 block 1%, ATXN2 expr inh 5%, Nrf2 ARE act -0.5%, HepG2 tox -53%, S2 tox inactive, IL1B secr inh 25, TGFb inhibitor -19% and A549 viability 2%.
`CC(C(=O)N1CCCCC1)N(C)CC(=O)Nc1ccc(Cl)cc1` (stereo unspecified) gave MCF10A rerep 0%, Nrf2 block 2%, Nrf2 ARE act 4.0%, HepG2 tox 4%, S2 tox inactive, IL1B secr inh 11, TGFb inhibitor -3% and A549 viability 3%.
`COc1cccc(C2C(C(=O)NCc3ccccc3)=C(C)Nc3ncnn32)c1` (stereo unspecified) gave MCF10A rerep -1%, Nrf2 block 17%, ATXN2 expr inh -9%, Nrf2 ARE act -0.1%, HepG2 tox 18%, S2 tox inactive, IL1B secr inh 0, TGFb inhibitor 7% and A549 viability 1%.
Cc1oc(-c2ccccc2F)nc1CS(=O)(=O)CC(=O)NCCCc1ccccc1 was read as MCF10A rerep 9%, Nrf2 block -14%, ATXN2 expr inh -14%, Nrf2 ARE act -0.2%, HepG2 tox 4%, S2 tox inconclusive, IL1B secr inh -7, TGFb inhibitor 3% and A549 viability 2%.
Cc1c(C(=O)NCc2cccc([N+](=O)[O-])c2)sc(=O)n1Cc1ccccc1F was read as ATXN2 expr inh -24%, Nrf2 ARE act 0.9%, HepG2 tox -1%, S2 tox inactive, IL1B secr inh inconclusive and TGFb inhibitor -9%.
For COc1ccccc1N1CCN(CC(O)COc2ccc(S(=O)(=O)N3CCOCC3)cc2)CC1 (stereo unspecified) the results were MCF10A rerep 18%, Nrf2 block inconclusive, ATXN2 expr inh -18%, Nrf2 ARE act 0.3%, HepG2 tox -11%, S2 tox inactive, IL1B secr inh 11, TGFb inhibitor -21% and A549 viability 10%.
For CCc1nc2ccc(C(=O)Nc3ccc(NC(C)=O)cc3)cn2c1N(C)CCC(C)C the results were ATXN2 expr inh 0%, Nrf2 ARE act -1.0%, HepG2 tox -5%, S2 tox inactive, IL1B secr inh -20 and TGFb inhibitor inconclusive.
COC(=O)c1cc2n(n1)CCN(Cc1cccc(OC)c1)C2=O was read as MCF10A rerep 0%, Nrf2 block 15%, ATXN2 expr inh 15%, Nrf2 ARE act 1.2%, HepG2 tox -40%, S2 tox inactive, IL1B secr inh 0, TGFb inhibitor -9% and A549 viability -1%.
Screening CCCNC(=S)N1CCCC(c2nc3ccccc3[nH]2)C1 (stereo unspecified) returned MCF10A rerep -50%[inhibitor], Nrf2 block -3%, ATXN2 expr inh -15%, Nrf2 ARE act -0.5%, HepG2 tox -33%, S2 tox inactive, IL1B secr inh 3, TGFb inhibitor -38% and A549 viability 9%.
COc1cccc(NC(=O)c2ccc3[nH]c(C)cc(=O)c3c2)c1 was read as Nrf2 block 5%, ATXN2 expr inh -19%, Nrf2 ARE act -0.9%, HepG2 tox 4%, S2 tox inactive, TGFb inhibitor inconclusive and A549 viability 6%.
`CCSc1nnc(NC(=O)c2cccc(OCc3c(C)noc3C)c2)s1` gave MCF10A rerep inconclusive, Nrf2 block inconclusive, ATXN2 expr inh 2%, Nrf2 ARE act 3.3%, HepG2 tox -21%, S2 tox inactive, IL1B secr inh -22, TGFb inhibitor 20% and A549 viability -1%.
`Cc1cc(S(=O)(=O)Nc2cccnc2)c(C)s1` gave MCF10A rerep -3%, Nrf2 block 9%, ATXN2 expr inh -12%, Nrf2 ARE act -1.0%, HepG2 tox -41%, S2 tox inactive, IL1B secr inh 2, TGFb inhibitor -10% and A549 viability 10%.
Screening CC1(C)OC(=O)C2(Cc3ccc(Cl)cc3N3CCCCC32)C(=O)O1 (stereo unspecified) returned Nrf2 block 0%, HepG2 tox 17%, TGFb inhibitor 1% and A549 viability -4%.
For COC(=O)N/N=C(\C)c1ccc(OC(F)F)cc1 the results were MCF10A rerep 1%, Nrf2 block inconclusive, ATXN2 expr inh 43%[activator], Nrf2 ARE act 0.6%, HepG2 tox -1%, S2 tox inactive, IL1B secr inh -9, TGFb inhibitor -1% and A549 viability -10%.
CCCCNC(=O)CCCN1C(=O)c2cccnc2Sc2ccccc21 was read as MCF10A rerep inconclusive, Nrf2 block 0%, Nrf2 ARE act 0.1%, HepG2 tox 3%, S2 tox inactive, IL1B secr inh -2, TGFb inhibitor 1% and A549 viability 0%.
`COc1cc(/C=N/NC(=O)c2ccc(C)nc2)cc([N+](=O)[O-])c1O` gave MCF10A rerep 3%, Nrf2 block -2%, ATXN2 expr inh 1%, Nrf2 ARE act -0.1%, HepG2 tox 3%, S2 tox inactive, IL1B secr inh -9, TGFb inhibitor 10% and A549 viability inconclusive.
Cc1nn(C)c(C)c1S(=O)(=O)N1CCCC(C(=O)NC2CCCCCC2)C1 (stereo unspecified) was read as MCF10A rerep 14%, Nrf2 block -4%, ATXN2 expr inh 5%, Nrf2 ARE act -0.6%, HepG2 tox 6%, S2 tox inactive, IL1B secr inh 31, TGFb inhibitor -12% and A549 viability -7%.
`CC(C)(C)c1[nH]nc2c1C(c1ccccc1OC(=O)N1CCOCC1)C(C#N)=C(N)O2` (stereo unspecified) gave MCF10A rerep -6%, Nrf2 block 15%, ATXN2 expr inh -6%, Nrf2 ARE act 6.2%, HepG2 tox 2%, S2 tox inactive, IL1B secr inh 0, TGFb inhibitor 2% and A549 viability 3%.
`Cc1c(NC(=S)NC(=O)c2ccco2)cccc1-c1nc2ncccc2o1` gave MCF10A rerep 0%, Nrf2 block inconclusive, ATXN2 expr inh -18%, Nrf2 ARE act 0.7%, HepG2 tox 6%, S2 tox inactive, IL1B secr inh 0, TGFb inhibitor -25% and A549 viability -1%.
`CCCC(C)NC(=O)c1ccc(C2SCC(=O)N2Cc2ccco2)cc1` (stereo unspecified) gave MCF10A rerep -4%, Nrf2 block -8%, ATXN2 expr inh -7%, Nrf2 ARE act -0.6%, HepG2 tox 1%, S2 tox inactive, IL1B secr inh inconclusive, TGFb inhibitor -1% and A549 viability 0%.
CC1CCN(C(=O)/C(=C\c2cccs2)NC(=O)c2ccccc2)CC1 was read as MCF10A rerep -2%, Nrf2 block 19%, ATXN2 expr inh -10%, Nrf2 ARE act 1.9%, HepG2 tox 6%, S2 tox inactive, IL1B secr inh 5, TGFb inhibitor 2% and A549 viability -13%.
COc1ccc(CCN2C(=O)c3cccc4c(C(=O)N5CCCCC5)ccc(c34)C2=O)cc1OC was read as MCF10A rerep inconclusive, Nrf2 block inconclusive, ATXN2 expr inh inconclusive, Nrf2 ARE act 5.0%, HepG2 tox -31%, S2 tox inconclusive, IL1B secr inh -3, TGFb inhibitor -11% and A549 viability -15%.
Screening COc1ccc(NC(=O)c2cc(C3CCCCN3C(=O)c3ccc(NC(C)=O)cc3)on2)c(C)c1 (stereo unspecified) returned ATXN2 expr inh 13%, Nrf2 ARE act 0.8%, HepG2 tox -3%, S2 tox inactive, IL1B secr inh -2 and TGFb inhibitor 2%.
For Cc1cc(Cl)ccc1OCC(=O)OCC(=O)N1CCC(C(N)=O)CC1 the results were MCF10A rerep -8%, Nrf2 block 8%, ATXN2 expr inh -3%, Nrf2 ARE act 0.1%, HepG2 tox 2%, S2 tox inactive, IL1B secr inh 5, TGFb inhibitor -2% and A549 viability 4%.
Screening N=C1/C(=C/c2cccn2CCOc2ccccc2)C(=O)N=C2SC=C(c3ccccc3)N12 returned MCF10A rerep 1.3µM*, Nrf2 block 5%, ATXN2 expr inh -8%, Nrf2 ARE act 0.1%, HepG2 tox 2%, S2 tox inconclusive, IL1B secr inh -7, TGFb inhibitor -1% and A549 viability inconclusive.
`CCOC(=O)c1cc(C)nn1-c1nc(Cl)cc(OC)n1` gave MCF10A rerep -3%, Nrf2 block 17%, ATXN2 expr inh -5%, Nrf2 ARE act -0.3%, HepG2 tox 6%, S2 tox inconclusive, IL1B secr inh -7, TGFb inhibitor -5% and A549 viability 1%.
Screening CCN(Cc1ccccc1)C(=O)Cn1c(=O)n(-c2ccc(OC)cc2OC)c(=O)c2c(C)c(C)sc21 returned MCF10A rerep 4%, Nrf2 block -40%&-20%, ATXN2 expr inh 0%, Nrf2 ARE act 2.2%&-1.1%, HepG2 tox 1%&5%, S2 tox inconclusive, IL1B secr inh 0, TGFb inhibitor inconclusive and A549 viability -8%&-13%.
`Cc1ccsc1C(=O)NNC(=O)Nc1ccc(Cl)c(Cl)c1` gave MCF10A rerep -2%[9.22 µM], Nrf2 block 2%, ATXN2 expr inh 14%, Nrf2 ARE act 0.0%, HepG2 tox 12%, S2 tox inactive, IL1B secr inh -7, TGFb inhibitor -14% and A549 viability -10%.
